AmpC no deterg – inhibitors of E. coli AmpC beta-lactamase without detergent | Potency, µM (highest dose often 57.1 µM), for inactives: at the highest dose activity change, negative = inhibition, actives largely listed as inhibitors | AID 485341 | AmpC nitrocefin hydrolysis, absorbance 480 nm, 0.0001% Triton | actives 0.52% (n = 330,000) | P00811;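 further: potency means the concentration at half of the fitted maximal effect; plate controls were no compound for no effect and no enzyme for full effect; nearly all actives have a fitted effect of over 20% in size; some results filed as inactive show a strong effect at the top dose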
Target sequence (P00811 whole entry, looked up): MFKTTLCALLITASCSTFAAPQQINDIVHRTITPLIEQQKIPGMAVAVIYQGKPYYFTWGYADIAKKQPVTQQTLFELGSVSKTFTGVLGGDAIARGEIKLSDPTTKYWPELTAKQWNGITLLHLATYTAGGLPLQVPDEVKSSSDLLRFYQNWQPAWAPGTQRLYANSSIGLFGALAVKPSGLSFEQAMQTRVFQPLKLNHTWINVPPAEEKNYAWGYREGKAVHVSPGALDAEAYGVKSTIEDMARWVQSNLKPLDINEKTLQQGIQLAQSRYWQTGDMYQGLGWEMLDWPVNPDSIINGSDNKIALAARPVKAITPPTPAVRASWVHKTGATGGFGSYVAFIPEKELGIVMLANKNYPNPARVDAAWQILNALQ
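20 mM phosphate pH 7.0 + 0.01% (detergent screen) or 0.0001% Triton X-100; 5.3 nM AmpC reagent; cpd preinc 15 min RT; nitrocefin (800 uM stock) to start; A480 q20 s × 4 min; Activity was normalised to no-enzyme and no-compound control wells.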
Sm TGR block – blocks Schistosoma mansoni thioredoxin glutathione reductase | Q962Y6 | AID 485364 | actives 3% (n = 360,000) | Potency, µM (series often up to 114 µM), for the others: top-dose activity change, negative = inhibition, actives largely listed as inhibitors | purified TGR, DTNB reduction, TNB absorbance 405 nm; further: potency means the concentration at half of the fitted maximal effect; nearly all actives have a fitted effect of over 60% in size
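TGR 20 nM + NADPH 100 uM (dispensed conc.), cpd preinc 15 min RT; start with NADPH (500 uM addition) then DTNB (15 mM addition). Kinetic TNB absorbance, 405 nm filter. Four-parameter Hill fit across titration.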
AmpC detergent – AmpC beta-lactamase inhibition with detergent present | AmpC hydrolysis of nitrocefin, absorbance 480 nm, 0.01% Triton | actives 0.041% (n = 370,000) | Potency, µM (highest dose often 114 µM), without a hit: top-dose activity change, negative = inhibition, most hits filed as inhibitors | AID 485294;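 further: potency means the concentration at half of the fitted maximal effect; 0% = no-compound wells and -100% = no-enzyme wells; nearly all actives have a fitted effect of over 25% in size; some results filed as inactive show a strong effect at the top dose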
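AmpC (5.3 nM in the dispensed reagent) in 20 mM phosphate pH 7.0 with 0.01% (detergent screen) or 0.0001% Triton X-100 was preincubated with compounds for 15 min at room temperature. Nitrocefin was then added from an 800 uM solution, and hydrolysis was followed at 480 nm.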
HCMV inh – inhibitors of human cytomegalovirus | HFF cells, HCMV-luciferase reporter, 72 h; hits give low values | activity change, negative = inhibition, % at 57.5 µM | actives 4.5% (n = 410,000) | AID 1259415; in the data active means activity change below about -60%; inconclusive means no clear call, values can overlap the other calls; inactive means above about -39%
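After 16 h attachment at 37C, HFF cells received test compound and HCMV-luciferase (1 PFU/cell); reporter luminescence read 72 h later, data normalized against buffer-only and known inhibitor Salinomycin.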
AMA1 RON2 block – disrupts binding of P. falciparum AMA1 to RON2; AlphaScreen AMA1-biotinylated RON2 peptide binding; Potency, µM (titrated, usually from 58.2 µM), without a hit: at the highest dose activity change, negative = inhibition, most hits filed as inhibitors; actives 0.2% (n = 360,000); AID 720542;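 further: potency means the concentration at half of the fitted maximal effect; 0% = vehicle wells and -100% = peptide control; nearly all actives have a fitted effect of over 45% in size; some results filed as inactive show a strong effect at the top dose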
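AMA1 (3D7) with his tag at 25 nM final met compounds first, then biotinylated RON2 peptide at 25 nM; detection used donor plus acceptor beads, 10 µg/mL apiece, read by AlphaScreen after 30 min at room temperature.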
TbPYK inhibitor – T. brucei pyruvate kinase inhibition | Q57TT1 | TbPYK enzyme, Kinase-Glo Plus ATP luminescence, 45 min | Potency, µM (titrated, usually from 76.8 µM), for inactives: top-dose activity, negative = inhibition, actives largely listed as inhibitors | actives 0.12% (n = 410,000) | AID 624173; further: potency means the concentration at half of the fitted maximal effect; nearly all actives have a fitted effect of over 50% in size
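In this concentration-response screen, enzyme-free wells defined baseline while DMSO plates tracked drift. Each reaction combined TbPYK, substrate, compound and 130 uM ADP for 45 min at room temperature. Kinase-Glo Plus luminescence gave the signal.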
LmPK inhibitor – blocks Leishmania mexicana pyruvate kinase activity; actives 0.37% (n = 290,000); purified LmPK, Kinase-Glo ATP luminescence, 1 h; Q27686; AID 1721; Potency, µM (doses to about 57.5 µM), without a hit: at the highest dose activity change, negative = inhibition, actives largely listed as inhibitors; further: potency means the concentration at half of the fitted maximal effect
Target sequence (Q27686 whole entry, looked up): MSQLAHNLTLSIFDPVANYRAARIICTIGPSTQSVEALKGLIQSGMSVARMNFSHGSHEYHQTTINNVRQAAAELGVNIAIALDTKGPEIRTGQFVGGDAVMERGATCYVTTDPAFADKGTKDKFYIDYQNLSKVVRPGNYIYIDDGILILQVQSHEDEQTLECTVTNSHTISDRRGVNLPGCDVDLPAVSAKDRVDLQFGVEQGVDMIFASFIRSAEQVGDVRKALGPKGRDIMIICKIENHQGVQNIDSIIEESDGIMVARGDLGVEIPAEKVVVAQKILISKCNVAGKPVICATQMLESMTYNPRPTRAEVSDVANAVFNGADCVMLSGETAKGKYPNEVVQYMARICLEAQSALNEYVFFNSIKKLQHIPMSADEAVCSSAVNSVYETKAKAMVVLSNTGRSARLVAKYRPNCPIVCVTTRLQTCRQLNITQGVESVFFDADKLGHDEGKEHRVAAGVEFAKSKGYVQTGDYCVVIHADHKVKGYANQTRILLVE
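ATP generated from ADP (0.1 mM) and PEP (0.5 mM) by 0.1 nM LmPK over 1 h at room temperature (pH 7.2 imidazole buffer) was detected by coupled luciferase luminescence. Values were normalized to uninhibited and no-enzyme wells.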
* hit, by the source's call; ? = inconclusive; . = no result given; [ ] = dose if it differs, or a comment. Unless noted, the call rests on the fitted dose curve; in most records, active means well fitted curve in the direction sought with a large enough effect; inconclusive means small, poorly fitted or top-dose-only effect, or another doubt; inactive means no such curve, though single readings can be large; an effect the other way counts as inactive or inconclusive. Unless noted, on the % scale 0 is the no-effect control and ±100 the full control effect.

Labels used below – A = AmpC no deterg; B = Sm TGR block; C = AmpC detergent; D = HCMV inh; E = AMA1 RON2 block; F = TbPYK inhibitor; G = LmPK inhibitor
#1 O=C(/C=C/c1ccncc1)c1ccc(NC(=O)c2ccccc2F)cc1
  A = ?	B = ?	C = ?	D = .	E = ?	F = -14%	G = 4%

#2 CCCSc1nnc(NC(=O)Cc2coc3cc(C)ccc23)s1
  A = .	B = 1%	C = 14%	D = 20	E = .	F = 0%	G = .

#3 Cc1nnc2c(N3CCN(c4ccccc4)CC3)nc3ccc(C(=O)c4ccccc4)cc3n12
  A = .	B = 6%	C = 16%	D = -10	E = .	F = 1%	G = .

#4 CC(=O)Nc1ccc(CN2CCN(CCc3ccccc3)C(CCO)C2)cc1 (stereo not drawn)
  A = -9%	B = -4%	C = 6%	D = 11	E = 0%	F = -1%	G = 6%

#5 COc1ccc(N(C)C(=O)C2CCCN2S(=O)(=O)c2cccc3nsnc23)c(OC)c1 (stereo not drawn)
  A = 43%	B = -2%	C = 6%	D = .	E = 0%	F = -8%	G = -3%

#6 O=C(N=Nc1c(O)n(Cc2ccccc2)c2ccccc12)c1cc2ccccc2cc1O
  A = -28%	B = -21%	C = -6%	D = -6	E = 8%	F = -5%	G = -2%

#7 O=C(/C=C/c1cccs1)Nc1ccc(Br)cn1
  A = -24%	B = -3%	C = -9%	D = -66*	E = -5%	F = 3%	G = -1%

#8 CCN(CC)CCN(Cc1cc2cc(C)ccc2[nH]c1=O)C(=S)NCc1ccco1
  A = 71%[activator]	B = 3%	C = 2%	D = ?	E = 1%	F = -13%	G = 1%

#9 O=C(CSc1nnnn1C1CC2CCC1C2)Nc1ccnc2ccccc12 (stereo not drawn)
  A = -24%	B = 2%	C = -2%	D = -76*	E = -1%	F = 3%	G = 1%

#10 COc1ccc(C(=O)NCCCNC(=O)c2ccco2)cc1OC
  A = -4%	B = 0%	C = -11%	D = -10	E = 0%	F = 0%	G = 6%

#11 O=C(CCC(=O)N1CCSc2ccccc21)NCc1cccc(Br)c1
  A = 11%	B = 0%	C = -15%	D = -7	E = -6%	F = -2%	G = -1%

#12 CC(C)NC(=O)c1csc(COCCO)n1
  A = .	B = .	C = .	D = -10	E = -4%	F = 2%	G = .

#13 CCC(C)c1ccccc1OCCCCN1CCCC1 (stereo not drawn)
  A = 33%	B = 2%	C = 1%	D = -36	E = 27%	F = -1%	G = -6%

#14 CCOc1ccc(/C=N/N2C(C)CCCC2C)cc1 (stereo not drawn)
  A = 2%	B = 6%	C = 4%	D = 14	E = -4%	F = -1%	G = 1%

#15 CCn1c(COc2ccc(C)cc2)nnc1SCc1nc2ccccc2[nH]1
  A = 19%	B = 8%	C = ?	D = -65*	E = 3%	F = ?	G = 1%

#16 O=C(CNc1ccccc1)NN=C1CCCC1
  A = -6%[11.4 µM]	B = 2%	C = -11%	D = 5	E = 17%	F = -2%	G = 0%

#17 COc1ccc(OC)c(/C=N/NC(=O)CNC(=O)c2ccc(S(=O)(=O)N3CCCC3)cc2)c1
  A = -19%	B = 1%	C = -15%	D = 86	E = -8%	F = 9%	G = 3%

#18 O=C(c1ccc(COc2c(F)c(F)c(F)c(F)c2F)o1)N1CCN(Cc2ccc3c(c2)OCO3)CC1
  A = 88%[activator]	B = ?	C = ?	D = 4	E = -17%	F = -1%	G = -2%

#19 COCCNC(=O)C(c1ccc(C)o1)N(C(=O)Cn1nnc2ccccc21)c1ccccc1 (stereo not drawn)
  A = 11%	B = .	C = -2%	D = ?	E = -6%	F = -1%	G = 3%

#20 Cc1nnc(SCC(=O)NC2CCCc3c2cnn3-c2ccc(F)cc2F)o1 (stereo not drawn)
  A = -6%	B = 6%	C = 0%	D = -9	E = 12%	F = -7%	G = 1%

#21 Cc1ccc(NS(=O)(=O)c2cc(C(=O)N(C)C3CCN(C)CC3)ccc2Cl)cc1Cl
  A = 2%	B = .	C = .	D = -18	E = 0%	F = 0%	G = .

#22 CS(=O)(=O)N1CCc2cc(C(=O)Nc3ccc(Cl)c(C(F)(F)F)c3)ccc21
  A = .	B = -3%	C = 22%	D = -71*	E = .	F = -7%	G = .

#23 CCOc1ccc(CCNC(=O)c2ccc3c(c2)N(Cc2ccccc2)C(=O)c2ccccc2S3=O)cc1OCC (stereo not drawn)
  A = .	B = -10%	C = -15%	D = -32	E = .	F = -3%	G = .

#24 CCOc1ccc(S(=O)(=O)N(CC(=O)NCc2ccncc2)c2ccc(C)cc2)cc1
  A = 75%[activator]	B = -20%	C = -13%	D = 14	E = 7%	F = -3%	G = -1%

#25 CCCCCCC1(C)NC(=O)N(C(C)C(=O)Nc2ccc(N3CCOCC3)cc2)C1=O (stereo not drawn)
  A = 2%	B = -6%	C = -13%	D = -6	E = 0%	F = 0%	G = .

#26 CN(Cc1ccccc1)C(=O)c1cccc(NC(=O)c2ccco2)c1
  A = -19%	B = -8%	C = -10%	D = ?	E = 4%	F = 3%	G = 2%

#27 Cc1cc(-c2ccccc2)nc2oc3c(c12)NC(=O)CN(c1ccccc1)C3=O
  A = -17%	B = 25%	C = 3%	D = 39	E = 2%	F = -3%	G = -1%

#28 COc1ccc2c(c1)c(C(C)=O)c(C)n2-c1ccc(C(C)=O)cc1
  A = -6%	B = 4%	C = -1%	D = -74*	E = 0%	F = 9%	G = 7%

#29 Cc1cc(OCC(=O)N2CCC(c3nc4ccccc4s3)CC2)ccc1Cl
  A = .	B = 2%	C = 3%	D = -25	E = .	F = 2%	G = .

#30 Cc1cc(=O)n(C(NC(=O)c2ccccc2)C(=O)c2ccccc2)cn1 (stereo not drawn)
  A = -16%	B = 3%	C = -1%	D = 34	E = 13%	F = 1%	G = -1%

#31 Cc1ccccc1C(=O)NC1CCN(C(=O)Nc2ccccc2Cl)CC1
  A = 6%	B = 10%	C = 2%	D = -22	E = 0%	F = -20%	G = 6%

#32 O=C(N/N=C/c1cc2c(cc1[N+](=O)[O-])OCO2)c1ccccn1
  A = .	B = .	C = .	D = 32	E = -5%	F = 7%	G = .

#33 O=C(C[C@@H]1C/C=C\C[C@H](NC(=O)OCC2c3ccccc3-c3ccccc32)C(=O)OC[C@H]2CCCN2C1=O)N[C@H](CO)Cc1ccccc1
  A = 294%[activator]	B = .	C = .	D = -11	E = -9%	F = 1%	G = .

#34 CC(NC(=O)C(=O)N/N=C/c1ccc(Cl)cc1)c1ccccc1 (stereo not drawn)
  A = -10%	B = 6%	C = -8%	D = 4	E = 7%	F = 4%	G = 8%

#35 N#Cc1c(-c2ccccc2)nc(N2CCCCCC2)[nH]c1=O
  A = -15%	B = 5%	C = ?	D = 15	E = -10%	F = 9%	G = -6%

#36 O=C(NCc1ccccc1Br)C1CCCN(C(=O)N2CCOc3ccccc32)C1 (stereo not drawn)
  A = .	B = 1%	C = -4%	D = -12	E = .	F = -14%	G = .

#37 COc1ccc(OC)c(NC(=O)c2cc3c(s2)-c2ccccc2SC3)c1
  A = .	B = -6%	C = 20%	D = 1	E = .	F = -5%	G = .

#38 O=C(COC(=O)COc1ccccc1Cc1ccccc1)Nc1cccnc1Cl
  A = -2%	B = -7%	C = -5%	D = -15	E = 7%	F = -9%	G = 1%

#39 Cc1ccc(C)c(NC(=S)c2nc3ccccc3s2)c1
  A = -19%	B = -3%	C = -16%	D = 133	E = 0%	F = -14%	G = -3%

#40 COc1ccc(C)cc1Nc1nc2ccccc2c2nnc(C)n12
  A = .	B = 2%	C = -8%	D = 18	E = .	F = 3%	G = .

#41 CCOc1ccc2nc(N/C(N)=N/C(=S)Nc3cccc(OC)c3)nc(C)c2c1
  A = -31%	B = 52%[activator]	C = ?	D = -11	E = 83%[activator]	F = 3%	G = 12%

#42 O=C(CSc1nnc2ccccn12)c1ccccc1
  A = 45µM*	B = 3%	C = 2%	D = 58	E = 0%	F = -1%	G = -16%

#43 O=C(CSc1nc2ccccc2nc1Cc1ccc(Cl)cc1)N1CCCCC1
  A = .	B = 0%	C = -9%	D = ?	E = .	F = 2%[15.4 µM]	G = .

#44 CCOC(=O)C1(C)CCN1C(=O)c1ccccc1C (stereo not drawn)
  A = .	B = .	C = .	D = 9	E = 3%	F = 0%	G = .

#45 CCCCOc1ccc(C(=O)Nc2onc3c2CCCC3)cc1
  A = .	B = 0%	C = 12%	D = 99	E = .	F = 4%	G = .

#46 COCCCN1C(=O)C(=O)/C(=C(/O)c2ccc(S(=O)(=O)N3CCOCC3)cc2)C1c1ccc(OC)cc1 (stereo not drawn)
  A = -3%	B = 4%	C = -4%	D = -27	E = -8%	F = -23%	G = -1%

#47 COCC(C)n1c(SCC(=O)Nc2cccnc2Cl)nc2ccccc2c1=O (stereo not drawn)
  A = .	B = .	C = .	D = -11	E = -5%	F = -1%	G = .

#48 Cc1[nH][nH]c(=O)c1C(c1ccc(-c2ccc(Cl)c(C(=O)O)c2)o1)c1c(C)[nH][nH]c1=O
  A = -8%	B = 16µM*	C = 0%	D = -7	E = 27%	F = -17%	G = 0%

#49 CC[C@H](C)[C@@H](CO)NC(=O)[C@H]1O[C@@H](n2ccc(N)nc2=O)[C@H](O)[C@@H]1O
  A = .	B = .	C = .	D = 0	E = 1%	F = 0%	G = .

#50 CCN1CCC(n2nccc2NC(=O)c2ccccc2Cl)CC1
  A = .	B = .	C = .	D = 2	E = -1%	F = -9%	G = .

#51 CC(=O)Nc1cccc(C(=O)Nc2nc(C)cs2)c1
  A = -23%	B = -7%	C = -14%	D = 54	E = 3%	F = -2%	G = -7%

Compound activity deposited in PubChem BioAssay by National Center for Advancing Translational Sciences (NCATS).
